RPL19A TOR yeast: alters RPL19A-GFP fluorescence in TOR pathway yeast screen; hit rate 0.3% among 330,000; percent response vs DMSO, % at 10 µM; S. cerevisiae RPL19A-GFP strain, flow cytometry, 3 h; active compounds read low; AID 2025;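 active means percent response vs DMSO below 50%; inconclusive means fewer than 70 events counted for the yeast strain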;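 further: median channel GFP fluorescence of the barcoded RPL19A-GFP strain; ratio of sample median GFP to plate DMSO average so 100% = DMSO; lower means less RPL19A-GFP as with rapamycin TOR inhibition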
VLA-4 inh: inhibition in a human VLA-4 binding assay. VLA-4 expressing cells, ligand binding flow cytometry. hit rate 0.2% among 330,000. inhibition, % (about 7 µM as worked out from the volumes in the protocol). AID 2557. P13612; in the data active means inhibition above about 50%
Target sequence (P13612 whole entry, looked up): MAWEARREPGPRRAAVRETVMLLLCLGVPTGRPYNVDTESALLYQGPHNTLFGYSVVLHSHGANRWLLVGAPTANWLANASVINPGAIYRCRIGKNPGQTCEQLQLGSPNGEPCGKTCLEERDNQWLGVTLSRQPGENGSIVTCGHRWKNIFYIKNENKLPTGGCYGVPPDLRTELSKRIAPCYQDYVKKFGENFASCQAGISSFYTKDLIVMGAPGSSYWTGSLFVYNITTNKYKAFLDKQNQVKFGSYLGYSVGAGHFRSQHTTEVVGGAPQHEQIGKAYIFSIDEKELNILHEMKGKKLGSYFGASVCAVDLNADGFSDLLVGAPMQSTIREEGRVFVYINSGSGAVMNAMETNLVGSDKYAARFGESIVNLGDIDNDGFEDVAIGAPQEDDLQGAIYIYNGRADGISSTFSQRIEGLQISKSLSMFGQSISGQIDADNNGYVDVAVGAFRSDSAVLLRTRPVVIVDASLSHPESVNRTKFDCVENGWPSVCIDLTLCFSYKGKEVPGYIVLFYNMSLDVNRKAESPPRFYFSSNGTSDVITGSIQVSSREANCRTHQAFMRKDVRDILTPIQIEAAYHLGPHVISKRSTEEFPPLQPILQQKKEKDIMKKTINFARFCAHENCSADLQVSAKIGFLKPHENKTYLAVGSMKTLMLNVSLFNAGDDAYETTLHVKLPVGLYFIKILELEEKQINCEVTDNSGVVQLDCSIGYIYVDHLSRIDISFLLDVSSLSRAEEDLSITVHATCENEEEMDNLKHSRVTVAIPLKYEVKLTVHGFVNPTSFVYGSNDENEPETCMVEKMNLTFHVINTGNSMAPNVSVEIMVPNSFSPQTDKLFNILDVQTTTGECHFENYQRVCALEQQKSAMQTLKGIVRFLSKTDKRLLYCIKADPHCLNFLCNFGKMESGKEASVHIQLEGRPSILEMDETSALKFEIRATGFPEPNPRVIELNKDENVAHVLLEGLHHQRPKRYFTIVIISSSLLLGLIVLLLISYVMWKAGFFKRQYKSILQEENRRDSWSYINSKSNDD
CIT2 TOR yeast: alters CIT2-GFP fluorescence in TOR pathway yeast screen; S. cerevisiae CIT2-GFP strain, flow cytometry, 3 h; 100 means same as DMSO wells; GFP response vs DMSO, % at 10 µM; hit rate 0.065% among 320,000; AID 2029;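 active means GFP response relative to DMSO above a set limit, near the screen mean plus 3 SD, cut at about 150% in these data; inconclusive means Fewer than 70 cells measured for a yeast strain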;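 further: ratio of well median GFP fluorescence to mean of DMSO wells on the plate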
GRK2 aptamer HTS: inhibitors of human GRK2 displacing RNA aptamer. P25098. bead flow cytometry, FAM-aptamer displacement from GRK2. inhibition of aptamer binding, % at 10 µM. hit rate 0.59% among 330,000. AID 488847;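 active means inhibition of aptamer binding above 40%, roughly 3 SD of noise, on plates passing a quality check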;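 further: median bead fluorescence of bound FAM aptamer so fluorescent compounds give negative values; no value below 0 was filed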
LAP4 TOR yeast: modulators of TOR pathway LAP4-GFP in S. cerevisiae. S. cerevisiae LAP4-GFP multiplex, flow cytometry GFP, 3 h; median GFP as percent of DMSO wells. AID 2023. hit rate 0.34% among 320,000. GFP response vs DMSO, % at 10 µM;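 active means GFP response vs DMSO above a set limit, about the screen mean plus 3 SD, cut at about 150% in these data; inconclusive means under 70 cell events counted for the yeast strain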
Yeast superoxide: caloric restriction mimetics inhibiting age-related superoxide in yeast; S. cerevisiae aged cells, superoxide DHE fluorescence; active compounds read low; superoxide response (% of plate mean), % at 10 µM; hit rate 0.18% among 330,000; AID 2690;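 active means superoxide response under a set limit, about three screen SD below normal, cut at about 65% in these data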;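 further: yeast aged for seven days with compound at 30 °C before DHE staining; 100% = average MFI of all compound-treated wells on the plate with controls excluded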
AGP1-GFP MLPCN: modulators of TOR pathway AGP1-GFP in S. cerevisiae. hit rate 0.02% among 320,000. AID 2066. GFP response vs DMSO, % at 10 µM. S. cerevisiae AGP1-GFP multiplex flow cytometry, 3 h; GFP as percent of DMSO wells;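 active means GFP response relative to DMSO above a set limit, near screen average plus 3 SD, cut at about 150% in these data; inconclusive means fewer than 70 cells counted for the yeast strain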;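 further: median GFP channel fluorescence of the gated AGP1 strain per well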
MEP2-GFP yeast: alters MEP2-GFP fluorescence in TOR pathway yeast screen | hit rate 0.51% among 330,000 | AID 2016 | GFP response vs DMSO, % at 10 µM | S. cerevisiae MEP2-GFP strain, flow cytometry GFP, 3 h; 100% = DMSO control level;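 active means GFP response versus DMSO above a set limit, roughly screen mean plus 3 SD, cut at about 180% in these data; inconclusive means fewer than 70 cells counted for a yeast strain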;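 further: median GFP fluorescence of the barcode-gated MEP2-GFP cells per well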
* = called active by the depositor; ? = inconclusive; nt = no result given; [ ] = dose if it differs, or a comment.

SMILES	RPL19A TOR yeast	VLA-4 inh	CIT2 TOR yeast	GRK2 aptamer HTS	LAP4 TOR yeast	Yeast superoxide	AGP1-GFP MLPCN	MEP2-GFP yeast
Cc1ccc2oc(=O)n(CCCOc3ccccc3)c2c1	103	13	94	0	115	96	104	121
Cc1cc(C)nc(N(C#N)C(C)C(=O)N(C)C)n1 (stereo unspecified)	118	3	106	0	77	85	77	87
CC(=O)Nc1nonc1-c1nc2ccccc2n1Cc1ccccn1	96	-4	94	1	89	103	96	97
O=C(CN1CCCSc2ccccc21)N1CCN(S(=O)(=O)c2cccc(F)c2)CC1	104	-12	100	0	110	97	114	102
COc1ccc(-c2cc(-c3ccc(OC)cc3)c(C#N)c(SC)n2)cc1	97	19	89	0	95	94	94	100
CCCC(=O)N1CCN(c2nc3ccc(Cl)cc3s2)CC1	99	11	97	2	107	111	99	97
COc1ccc2c(c1OC)C(=O)OC2Nc1ccc(S(=O)(=O)N=C(N)N)cc1 (stereo unspecified)	105	-11	111	5	120	104	107	109
COc1ccc(C(=O)CNc2cccc(F)c2)cc1	94	1	83	2	87	131	80	91
CCOC(=O)C1=C(C)OC(N)=C(C#N)C1c1cccc(C)c1 (stereo unspecified)	97	41	95	8	108	122	97	100
O=S(=O)(/N=C(/c1ccccc1)N1CCOCC1)c1ccc(F)cc1F	101	11	96	0	103	102	101	98
Cc1ccc(C(=O)N2CCN(C34CC5CC(CC(C5)C3)C4)CC2)o1	102	14	99	0	98	100	102	101
CC1CCCCN1C(=O)Nc1cccc(Cl)c1 (stereo unspecified)	101	0	107	0	106	100	100	101
CC(/C=C/c1ccccc1)=N\Nc1nc(-c2ccccc2)cs1	101	-5	102	0	94	87	101	103
O=C(Nc1ccncc1)C1CCC(CNS(=O)(=O)c2cccc3nsnc23)CC1 (stereo unspecified)	97	6	93	2	97	80	98	102
Cc1ccccc1NC(=O)CCc1c(C)nn(-c2ccc(N3CCCCC3)nn2)c1C	103	2	100	0	97	97	101	91
COc1ccc(/C=C(/NC(=O)c2cccc([N+](=O)[O-])c2)C(=O)O)cc1OC	110	-2	113	1	104	110	113	106
Oc1cnn(-c2ccccc2)c1	99	0	103	1	96	80	104	97
CCc1ccc(C(=O)CSc2nc3cc(S(=O)(=O)N4CCOCC4)ccc3n2CC)cc1	109	-26	112	2	117	82	110	101
COCC1CCN(C(=O)c2oc3c(F)cccc3c2C)C1 (stereo unspecified)	103	8	102	2	98	88	101	107
Cc1ccc(S(=O)(=O)/N=C(/c2ccccc2)N(C)C)c(C)c1	94	4	94	0	97	118	92	97
Cc1cccc(CN2C(=O)CCSc3ccc(Cl)cc32)c1	102	2	96	2	115	65*	103	103
CCCN(C(=O)c1cccc(S(=O)(=O)N2CCN(C)CC2)c1)c1c(N)n(Cc2ccccc2)c(=O)[nH]c1=O	98	0	92	1	103	99	103	96
O=C(CSc1nnc(CNC(=O)c2ccco2)o1)Nc1cccc(C(F)(F)F)c1	95	8	97	0	94	118	93	92
COc1cc(NC(=O)C2CCCN(S(=O)(=O)c3ccc4[nH]c(=O)ccc4c3)C2)cc(OC)c1 (stereo unspecified)	98	2	100	0	89	107	98	109
CC(=O)Nc1ccc(NC(=O)CN2C(=O)COc3ccc(S(=O)(=O)N4CCCCC4)cc32)cc1	99	3	107	0	109	101	107	102
O=c1oc2ccccc2c(Nc2cc3ccccc3cc2O)c1[N+](=O)[O-]	100	-173	106	0	108	108	104	103
CCOC(=O)/C(=C/c1ccc(OC(=O)c2ccccc2)cc1)C(C)=O	94	1	80	0	148	98	76	89
CCOC(=O)c1c(C)[nH]c(C)c1C(=O)CSc1nc2ccccc2[nH]1	102	23	113	3	97	73	104	97
CCOC(=O)c1ccccc1NC(=O)c1cc2ccccc2o1	105	3	106	0	99	114	102	108
O=C(O)c1ccc(CSCc2ccccc2F)o1	107	20	100	2	102	112	107	99
CCOC(=O)N1CCN(C(=O)CN(c2ccc(OCC)cc2)S(C)(=O)=O)CC1	100	-4	100	0	96	108	100	103
Cn1cc(CN2C[C@]3(C)C[C@H]2CC(C)(C)C3)c(-c2ccc3c(c2)OCCO3)n1	97	0	98	0	95	96	101	97
O=C(N/N=C1\CCCc2c1[nH]c1ccc(Cl)cc21)c1ccncc1	98	13	87	3	112	125	101	102
Cc1cc(OCC(=O)Nc2ccc(N3CCCC3)cc2)cc(C)c1Cl	109	2	95	6	107	96	107	103
CCOC(=O)/C(C#N)=C/c1ccc(OCC(=O)Nc2ccc(C)c(C)c2)c(OC)c1	101	5	114	0	104	95	105	112
Cc1cccc(NS(=O)(=O)c2nnc(NC(=O)c3ccc(Cl)cc3)s2)c1	101	-10	104	0	106	99	104	107
COc1ccccc1/C=N/NC(=O)c1ccc(=O)n(C)c1	94	0	101	2	90	92	97	96
CCC1S/C(=N/N=C/c2ccco2)N(Cc2ccccc2)C1=O (stereo unspecified)	100	-6	100	3	110	81	104	93
COc1ccccc1NS(=O)(=O)c1cccc(NC(=O)c2ccc3ccccc3n2)c1	101	12	100	0	94	131	100	104
CC(=O)Nc1ccc(S(=O)(=O)NCc2ccc(C(=O)NCc3ccc4c(c3)OCO4)cc2)cc1	99	9	97	0	94	103	99	93
CC1CN(C(=O)c2ccc(COc3ccc4ccccc4c3)o2)CC(C)O1 (stereo unspecified)	111	-1	108	0	97	104	95	105
Cc1cc(Br)ccc1NC(=O)c1ccc(-n2cncn2)c([N+](=O)[O-])c1	100	10	105	0	114	127	105	102
COc1ccc(N2CCN(C(=O)NCc3ccc(OC)c(OC)c3)CC2)cc1	97	7	92	0	95	114	97	105
CCCCCOc1ccc(C(=O)Nc2ccc(S(=O)(=O)Nc3cc(C)on3)cc2)cc1	96	10	101	3	95	97	96	95
COc1ccc(-n2c(SCC(=O)NCC3CCCO3)nc3n[nH]c(C)c3c2=N)cc1 (stereo unspecified)	98	5	101	0	97	108	101	105
C/C(=N/NS(=O)(=O)c1ccc(C)cc1)c1cccc(NC(=O)c2cccc(Cl)c2)c1	101	-6	103	3	107	98	105	102
CC(=O)c1c(C)[nH]c(C(=O)OCC(=O)Nc2sc3c(c2C#N)CCC(C)C3)c1C (stereo unspecified)	105	1	106	1	97	99	101	109
Fc1ccc(-c2cn(-c3ccccc3)c3[n+]2CCS3)cc1	95	1	100	43*	104	90	106	95

Sorted by formula weight (rising): part of the list above
SMILES	RPL19A TOR yeast	VLA-4 inh	CIT2 TOR yeast	GRK2 aptamer HTS	LAP4 TOR yeast	Yeast superoxide	AGP1-GFP MLPCN	MEP2-GFP yeast
Cn1cc(CN2C[C@]3(C)C[C@H]2CC(C)(C)C3)c(-c2ccc3c(c2)OCCO3)n1	97	0	98	0	95	96	101	97
COc1ccc(N2CCN(C(=O)NCc3ccc(OC)c(OC)c3)CC2)cc1	97	7	92	0	95	114	97	105
C/C(=N/NS(=O)(=O)c1ccc(C)cc1)c1cccc(NC(=O)c2cccc(Cl)c2)c1	101	-6	103	3	107	98	105	102
CCc1ccc(C(=O)CSc2nc3cc(S(=O)(=O)N4CCOCC4)ccc3n2CC)cc1	109	-26	112	2	117	82	110	101

(further entries)
SMILES	RPL19A TOR yeast	VLA-4 inh	CIT2 TOR yeast	GRK2 aptamer HTS	LAP4 TOR yeast	Yeast superoxide	AGP1-GFP MLPCN	MEP2-GFP yeast
O=C(Nc1ccc(S(=O)(=O)N2CCCCC2)cc1)c1ccccc1F	94	12	80	8	111	99	89	101
COCCCNc1nc2ccccc2nc1NS(=O)(=O)c1ccc(Cl)cc1	104[may fluoresce violet]	5	?	2	104[may fluoresce violet]	101	65[may fluoresce violet]	120[may fluoresce violet]
O=C(CNC(=O)c1ccc(Br)o1)NCc1ccc2c(c1)OCO2	99	8	94	0	92	111	99	104
Cc1ccc2c(c1)N(CC(=O)NCCc1c[nH]c3ccccc13)C(=O)CO2	95	3	98	0	92	122	98	99
CSc1ccc(CCNC(=O)C2CCCN(c3nn4c(=O)cc(C)nc4s3)C2)cc1 (stereo unspecified)	99	2	99	3	97	98	102	98
O=C(Nc1ccccc1)C1=C(O)CC(c2ccoc2)CC1=Nc1ccccc1 (stereo unspecified)	102	-35	104	2	104	115	112	99
COc1ccc(C(=O)Oc2c(CN3CCOCC3)cc(Cl)c3cccnc23)cc1	90	-6	96	1	109	92	96	95
Cc1csc(SCC(=O)Nc2cc(S(=O)(=O)N3CCCC3)ccc2Cl)n1	98	-6	100	0	100	115	103	102
CCCn1c2ccc(F)cc2c2nnc(SCCN3CCOCC3)nc21	104	-3	94	0	89	93	98	102
COc1cccc(NC(=O)CSc2nc(O)c(C)c(=O)n2-c2ccc(C)cc2)c1	99	8	103	1	96	101	103	102
CCc1ccc(S(=O)(=O)Nc2c(C)n(C)n(-c3ccccc3)c2=O)cc1	114	-9	110	0	94	96	99	111
CC(=O)Nc1cccc(NC(=O)CS(=O)(=O)c2cn(CC(=O)N3CCOCC3)c3ccccc23)c1	87	1	84	0	93	102	90	86
CCCCC1CCc2[nH]nc(C(=O)O)c2C1 (stereo unspecified)	98	-5	95	0	105	101	100	103
Nc1c(-c2ccccc2)cnc2ncnn12	96	14	93	21	98	123	95	92
N#Cc1cc2ccccc2nc1N	89	8	91	5	117	97	99	93
C/C(CCc1ccccc1)=N\NC(=O)C(=O)Nc1cccc(Cl)c1	102	6	100	0	96	102	100	104
COc1cc(/C=C/c2nc3ccccc3s2)cc(OC)c1O	93	-51	91	0	112	109	88	108
O=[N+]([O-])c1ccccc1S(=O)(=O)N1CCN(C2CCN(Cc3ccccc3)CC2)CC1	101	12	98	0	78	120	100	103
CCOC(=O)c1sc(NC(=O)c2cccc(S(=O)(=O)N(CC)CC)c2)cc1C	98	0	102	0	93	91	104	97
COc1ccccc1NC(=O)N1CCN(c2cc(-c3ccccc3)nc3ncnn23)CC1	96	1	96	1	111	122	102	117
CC(C)(C)OC(=O)NNC(=O)c1ccc(Cl)cc1	nt	8	97	1	98	115	99	97
CC(=O)Nc1cc2c(cc1C(=O)c1ccc(C)cc1)OCCO2	96	14	95	1	100	86	98	98
CC(C)CC(=O)N1CCN(Cc2cccc([N+](=O)[O-])c2)CC1	97	-12	102	2	99	102	102	91
FC(F)(F)c1cnc(-c2cnc(-c3ccccn3)nc2)c(Cl)c1	93	17	110	2	155*	108	109	110
CCOCC(=O)N1CCN(c2ccc(F)cc2)CC1	102	5	106	0	103	96	109	113
COc1ccc(CCNC(=O)c2ccc(CN3CCC(Cc4ccccc4)CC3)cc2)cc1	102	0	98	0	91	88	94	103
Cc1ccc(C(=O)N/C(=C/c2ccco2)C(=O)O)cc1	99	14	95	2	102	97	92	103
COc1ccc(NC(=O)CN2CCC3(O)CCCCC3C2c2cc(OC)ccc2OC)cc1 (stereo unspecified)	91	-2	94	1	93	97	92	91
COc1ccccc1NC(=O)c1ccc2c(c1)OCO2	103	-1	94	1	114	94	101	107
Cc1nc2c(Cl)c(C)nn2c2c1CCC2	103	8	104	0	102	97	107	107
CC(C)N1CCN(Cc2cc3ccccc3[nH]2)CC1CCO (stereo unspecified)	99	7	100	2	94	100	98	104
Cc1noc(C)c1S(=O)(=O)Nc1ccc(C(=O)NCc2ccccc2)cc1	97	-5	93	2	98	107	97	105
Cc1cc(C)nc(NC(=O)c2cnc3sccn3c2=O)n1	97	3	94	0	98	88	108	93
COc1ccc(CN(C)CC(=O)Nc2cccc3ccccc23)cc1F	101	-3	103	3	128	88	100	109
CC(=O)Nc1ccc(NC(=O)c2cc(C)nn2-c2ccccc2)cc1	99	-1	100	0	102	109	97	98
Cc1ccccc1CSc1nc2c(c(=O)[nH]1)CCCC2	95	9	89	2	89	93	95	90
